Source: PubChem BioAssay (several laboratories)
APP 5'UTR act: activates APP 5'UTR luciferase reporter | SH-SY5Y APP 5'UTR luciferase reporter, luminescence; zero percent = DMSO vehicle wells | activation, % at 2 µM | actives 1% (n = 190,000) | AID 1276;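 active means activation above a set limit, based on mean plus 3 SD of controls, cut at about 140% in these data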; further: values of inactives mirror those of a sister screen read the other way
STAT3 act: STAT3 signaling activation | U3A cells, IL-6 STAT3-luciferase reporter, luminescence; 100% = signal with IL-6 EC80 alone | activation (% of control), % at 5.6 µM | actives 0.91% (n = 190,000) | AID 871;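 active means activation above the screen-wide mean of compound activation plus 3 SD, cut at about 130% in these data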;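 further: 0% = background luminescence of wells with medium and substrate only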
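Material: STAT3-luciferase reporter U3A cells. Controls: IL-6-treated wells, 100% activation. Read-out: % activation versus median of IL-6-stimulated wells. Probe or stimulus: IL-6 stimulus at 33 ng/mL final. Timing: compound 1 h, then IL-6 6 h at 37 °C. Signal: reporter luminescence signal.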
STAT1 activator: STAT1 signaling activation; actives 2.6% (n = 200,000); AID 932; activation (% of control), % at 5.5 µM; NIH 3T3 STAT1-luciferase reporter, IFN-gamma, luminescence; 100% = IFN-gamma alone, no compound;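 active means activation above the screen-wide mean activation plus 3 SD, cut at about 130% in these data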;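 further: raw ratio to IFN-gamma control signal so 100% means no change and 0% no light; values of inactives mirror those of a sister screen read the other way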
ROMK mod: modulates human ROMK potassium channel activity. P48048. Tet-inducible ROMK, thallium flux fluorescence; actives lie on both sides. B-score at 10 µM. actives 2% (n = 130,000);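 active means signal ratio slope over the read window, or its plate-corrected B-score, at least 3 SD from the plate mean, either direction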;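 further: B-score of the F/F0 ratio slope over 7 to 12 s after thallium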
Target sequence (P48048 whole entry, looked up): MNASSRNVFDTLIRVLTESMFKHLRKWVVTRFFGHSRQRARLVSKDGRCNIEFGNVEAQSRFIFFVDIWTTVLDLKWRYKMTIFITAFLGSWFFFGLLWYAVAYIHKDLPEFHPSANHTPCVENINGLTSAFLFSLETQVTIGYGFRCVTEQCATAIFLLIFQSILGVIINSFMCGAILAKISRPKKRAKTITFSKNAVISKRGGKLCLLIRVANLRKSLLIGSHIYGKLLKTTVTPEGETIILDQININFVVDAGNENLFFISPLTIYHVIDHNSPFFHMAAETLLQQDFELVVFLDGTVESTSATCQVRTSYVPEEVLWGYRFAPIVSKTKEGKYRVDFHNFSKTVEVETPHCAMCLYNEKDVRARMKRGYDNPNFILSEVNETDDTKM
FLuc inhib CS: Photinus pyralis luciferase inhibition counter-screen; inhibition, % at 10 µM; P08659; ATPLite firefly luciferase biochemical luminescence, 10 min; actives 1.5% (n = 200,000);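 active means inhibition above about 50% when tested at 10 µM, limit read from the data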
Target sequence (P08659 whole entry, looked up): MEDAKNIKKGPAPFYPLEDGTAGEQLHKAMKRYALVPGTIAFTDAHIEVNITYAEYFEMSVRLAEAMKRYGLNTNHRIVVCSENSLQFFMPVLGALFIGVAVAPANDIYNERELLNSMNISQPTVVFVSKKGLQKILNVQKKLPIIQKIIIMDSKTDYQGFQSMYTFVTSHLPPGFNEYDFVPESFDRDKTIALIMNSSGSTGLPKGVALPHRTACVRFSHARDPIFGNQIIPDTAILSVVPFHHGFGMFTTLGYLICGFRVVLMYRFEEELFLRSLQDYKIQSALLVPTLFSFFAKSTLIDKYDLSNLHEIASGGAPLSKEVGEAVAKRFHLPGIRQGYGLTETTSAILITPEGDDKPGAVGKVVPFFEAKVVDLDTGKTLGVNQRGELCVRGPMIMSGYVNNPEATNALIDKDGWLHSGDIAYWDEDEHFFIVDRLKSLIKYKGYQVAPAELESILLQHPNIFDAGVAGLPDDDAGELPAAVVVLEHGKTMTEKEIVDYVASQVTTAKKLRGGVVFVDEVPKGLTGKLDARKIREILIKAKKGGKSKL
APP transl inh: APP translation inhibition; SH-SY5Y APP 5'UTR-luciferase reporter, luminescence; actives 0.82% (n = 190,000); AID 1285; inhibition, % at 2 µM;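 active means inhibition above a set limit, derived from the sample mean plus 3 SD, cut at about 45% in these data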; further: values of inactives mirror those of a sister screen read the other way
FLuc stim CS: firefly luciferase counter-screen for stimulation assays | activation factor at 10 µM | 200,000 tested, under 10 active | P08659 | ATPlite luciferase biochemical, luminescence, 10 min; 0 = ATP-free wells, 1 = DMSO control | AID 1027;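 active means luciferase activation factor, scaled between plate controls, of at least 2 with compound at 10 µM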
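System: cell-free luciferase reagent; medium: PBS as buffer for the ATP substrate; doses: test compounds dosed from 2 mM stocks in 100% DMSO; incubation: 10 min, room temperature; measured by: luminescence from luciferase reaction; read-out: luciferase activation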
NF-kB expr up: raises NF-kB expression in human neuronal cells; NF-kB reporter expression; active compounds read high; fold change at 12.5 µM; actives 1.6% (n = 190,000); AID 1239; in the data active means fold change above about 3.3
STAT1 inh: STAT1 signaling inhibition; NIH 3T3 STAT1-luciferase reporter, IFN-gamma, luminescence; inhibition, % at 5.5 µM; actives 0.35% (n = 200,000); AID 920;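 active means inhibition above a set limit, the mean inhibition across all tested compounds plus 3 SD, cut at about 34% in these data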;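 further: 0% = IFN-gamma with DMSO and 100% = IFN-gamma with 300 µM nifuroxazide; values of inactives mirror those of a sister screen read the other way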
STAT3 inh: inhibitors of IL-6 induced STAT3 signaling; inhibition, % at 5.5 µM; U3A cells, IL-6 STAT3-luciferase reporter, luminescence; host cell line lacks STAT1; AID 862; actives 0.89% (n = 190,000);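 active means inhibition above the mean inhibition across all screened compounds plus 3 SD, cut at about 44% in these data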;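 further: 0% = DMSO only wells and 100% = 100 µM nifuroxazide control wells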
Active calls of the source: *; x = no result given.

Compound	APP 5'UTR act	STAT3 act	STAT1 activator	ROMK mod	FLuc inhib CS	APP transl inh	FLuc stim CS	NF-kB expr up	STAT1 inh	STAT3 inh
Cc1ccc(-c2cc(-c3ccc(Cl)cc3)c(C#N)c(N)n2)o1	-5	101	89	x	-6	5	1.1	1.2	12	-1
CN(CCc1ccccn1)C(=S)Nc1ccc(Cl)cc1Cl	-1	96	103	-0.032	-8	1	1.1	1.4	-5	8
C/C(Cn1nnc([N+](=O)[O-])n1)=N\NC(=O)c1ccc(C)cc1	3	95	114	1.4	-7	-2	1.1	1	-16	6
COC(=O)c1cc(C(=O)N2CCOCC2)cc([N+](=O)[O-])c1	18	104	104	1.3	-2	-18	1	1.2	-5	-3
COc1ccc(Cl)cc1NC(=O)CCn1cnc2ccccc2c1=O	-10	90	100	0.33	3	10	1	1.3	2	14
O=C(CN1CCC(NC(=O)c2ccc(F)cc2)CC1)NCc1ccccc1F	-4	103	105	x	-4	4	1	1.1	-6	2
Cc1cc(C)n(C(=O)COc2ccccc2C)n1	-2	98	107	-1.3	-3	2	1	1.2	-7	6
CCOc1ccc2c(c1)C(N(CCN1CCOCC1)C(=S)Nc1ccccc1OC)CC(C)(C)O2 (configuration not stated)	10	106	94	-0.98	-3	-10	1	1.1	5	4
Cc1c(N(C(=O)CNC(=O)c2ccccc2)C2(C(=O)NC3CCCCC3)CCCCC2)c(=O)n(-c2ccccc2)n1C	13	97	100	0.69	-5	-13	1	1.3	0	14
CC(=O)N(c1ccccc1)C1SC(=O)N(c2ccccc2)C1=O (configuration not stated)	2	98	104	x	-4	-2	1	1.1	-5	6
Cc1ccc(-c2nc(Nc3cccc(C)c3)sc2CC(=O)O)cc1	2	x	122	x	-3	-2	1	0.98	-25	x
Cc1ccc(Nc2nc(N3CCN(C)CC3)nc(N)c2[N+](=O)[O-])cc1C	-3	94	90	x	-2	3	1	1	11	9
Cc1ccccc1NC(=O)c1sc2nc[nH]c(=O)c2c1C	12	93	95	x	5	-12	0.9	1.3	5	13
Cc1cc([N+](=O)[O-])c(C)cc1-c1ccc(/C=N/NC(=O)Cn2nnnc2N)o1	-13	85	102	-0.73	5	13	0.9	1.6	-2	24
O=C(Cn1c(=O)oc2cc(S(=O)(=O)N3CCCC3)ccc21)N1CCN(C2CCCCC2)CC1	3	96	100	x	-5	-3	1.1	0.97	-1	13
O=C(CNC(=O)c1ccccc1F)N/N=C/c1cc(Br)ccc1OCc1ccccc1	17	88	99	x	1	-17	1	0.83	1	17
Cc1cc(OCc2nc(-c3cccs3)no2)cc(C)c1Cl	10	94	102	x	-2	-10	1	1.4	-2	12
CN(C)CC(=O)N1CCc2ccccc2C1	15	98	90	-1.2	-4	-15	1	1.1	9	12
Cc1nccc2[nH]c(=O)c(C(=O)NCCCN(C)C3CCCCC3)cc12	-9	102	92	x	-4	9	1	1	9	4
N#CC1=C(SCC(=O)NC2CCCCC2)NC(=O)CC1c1ccco1 (configuration not stated)	8	100	102	x	0	-8	1	0.8	-2	3
O=C(Oc1nsnc1N1CCOCC1)N(c1ccccc1)c1ccccc1	-5	96	101	x	-2	5	1	0.94	-1	8
Cc1ccc(NC(=S)N(CCN2CCOCC2)Cc2ccccc2F)cc1Cl	-6	101	99	-0.041	0	6	1	1.3	0	7
COc1cccc(C2=CC(c3ccc(C)cc3)n3ncnc3N2)c1 (configuration not stated)	-12	88	97	-1.1	-1	12	1	0.86	3	17
C=CCNC(=O)c1ccc(Cn2cc(C(F)(F)F)ccc2=O)cc1	-15	105	100	0.72	0	15	1	1.1	-1	-4
Cc1ccnc(Sc2ccc([N+](=O)[O-])cc2[N+](=O)[O-])n1	-7	109	83	-0.62	-8	7	1.1	2.4	19	-4
O=C(NCc1cc(C(F)(F)F)cc(C(F)(F)F)c1)C12CN(Cc3ccccc3)CC1C(c1cccc([N+](=O)[O-])c1)=NO2 (configuration not stated)	3	105	97	x	-6	-4	1.1	1	3	0
Cn1cc([N+](=O)[O-])c(C(=O)N/N=C/c2ccc([N+](=O)[O-])cc2)n1	-10	93	87	x	-2	10	1	1.2	15	11
CCCc1nc2sc3c(c2c(=O)n1N)CCC3	-10	93	92	0.81	-5	10	1	1.4	4	8
CCOc1ccccc1NC(=O)C1=C(C)NC(=O)NC1c1cccc(OC)c1OC (configuration not stated)	11	103	95	-0.01	-2	-11	1	1	5	-1
Cc1cc(C)c([N+](=O)[O-])cc1NC(=O)CCSc1ccccc1Cl	4	102	106	x	-3	-4	1	1.1	-7	-3
CCCCOc1ccc(S(=O)(=O)NCc2csc(C)n2)cc1	-4	68	86	-2.3*	-3	4	1	0.83	19	42
Cc1cc(NC(=O)CSc2nnc(-c3ccccc3)n2Cc2ccco2)no1	-9	98	101	x	-6	9	1.1	1.1	-1	6
CCCc1ccc(/C=C2\C(=O)c3ccccc3C(O)=C2C(=O)OCC)cc1	3	122	102	x	10	-3	0.9	1.8	1	-14
Cc1cccc2cc(CN(Cc3cccs3)C(=S)NCc3ccco3)c(=O)[nH]c12	-4	87	100	x	-1	4	1	0.87	0	16
CCOC(=O)CSCC(=O)Nc1cc(C)ccc1C	-2	102	97	0.83	-6	2	1.1	1.1	4	1
O=C(CC1CCCCC1)NCc1ccco1	4	98	108	-0.37	-8	-4	1.1	x	-8	8
CN(CC(=O)Nc1sccc1C#N)Cc1ccccc1	-1	104	99	-1	-1	1	1	1.3	3	-8
O=S1(=O)N=C(Nc2nc3c(s2)CCCC3)c2ccccc21	123	96	152*	0.71	87*	-123	0.1	6.2*	-54	6
CCOC(=O)C1=NN(c2ccccc2)C(c2ccccc2)CC1=O (configuration not stated)	-20	138*	106	x	-3	20	1	1.2	-5	-44
COc1cc2c(cc1OC)C(c1ccccc1)N(C(=O)CCl)CC2 (configuration not stated)	-13	85	101	x	-5	13	1.1	1.2	-1	29
Cn1ncc(N=Cc2ccccc2)c1C(=O)Nc1cccc(Cl)c1	4	93	102	x	-2	-4	1	1.3	-2	12
O=C1NC(c2ccncc2)C(C(=O)c2cccs2)C(O)(C(F)(F)F)N1 (configuration not stated)	-16	111	107	x	-5	16	1	1	-8	-11
S=C1NC[C@H](CC2CCCCC2)N1CC1CCCCC1	11	x	89	x	-7	-11	1.1	0.94	13	x
CC(C)(C)n1nnnc1C(c1ccc(Cl)cc1)N1CCCc2ccccc21 (configuration not stated)	10	106	99	x	-7	-10	1.1	0.68	2	-2
COc1cc2c(cc1NC(=O)c1ccncc1)oc1ccccc12	57	155*	117	x	-6	-57	1.1	1.4	-18	-60
Cc1ccc2c(c1)c1c(n2CC(O)Cn2ccnc2C)C(=O)CCC1 (configuration not stated)	3	98	102	-1.1	-6	-3	1.1	x	-3	4
CS(=O)(=O)N(Cc1ccc(C(=O)NCCSCc2ccco2)cc1)c1ccccc1	-9	113	95	0.31	-7	9	1.1	0.84	5	-14
CCOC(=O)C(NC(=O)OC(C)C)(Nc1nccs1)C(F)(F)F (configuration not stated)	7	97	106	x	-5	-7	1.1	1.1	-7	6
O=C(N/N=C/c1c(Cl)cccc1Cl)c1ccc(F)cc1	-1	93	115	-0.36	-2	1	1	1.2	-16	14
Cc1cccc(C(C)Nc2ccc([N+](=O)[O-])cn2)c1 (configuration not stated)	-14	105	97	x	5	14	0.9	1.2	3	-5

Following part
Compound	APP 5'UTR act	STAT3 act	STAT1 activator	ROMK mod	FLuc inhib CS	APP transl inh	FLuc stim CS	NF-kB expr up	STAT1 inh	STAT3 inh
Cc1cccc(OCCCCNCc2ccccc2)c1	-5	103	104	-1.3*	-9	5	1.1	0.98	-6	3
COCCN1C(=O)N[C@@H](c2ccccc2)C(C(=O)OC)=C1C	-14	107	100	-0.14	-1	14	1	1.1	0	-11
Cc1nn(-c2ccccc2)c(C)c1C1C(C#N)=C(N)Oc2n[nH]c(C)c21 (configuration not stated)	14	105	98	x	-1	-14	1	1.1	2	-4
CC(C)(C)OC(=O)N1Cc2ccccc2C[C@H]1C(=O)O	3	101	105	0.31	-6	-3	1.1	1.1	-5	4
CCOC(=O)COc1c(OC)cc(Cl)cc1C1Nc2ccccc2C(=O)N1c1ccccc1 (configuration not stated)	-3	98	97	-1.6	-6	3	1.1	0.8	3	9
c1ccc(CCNc2nc3ccccc3n3nnnc23)cc1	5	94	104	-0.1	3	-5	1	1.3	-3	11
COc1ccc(Cn2nnnc2C(C(C)C)N2CCc3ccccc32)cc1 (configuration not stated)	-2	106	108	x	-4	2	1	1.1	-8	0
Cc1ccc(CC(=O)O/N=C(\N)c2cccc([N+](=O)[O-])c2)cc1	-9	106	105	x	5	9	1	1	-6	-4
CN1CC2(Cc3c1ccc1ccccc31)C(=O)OC(C)(C)OC2=O	6	121	93	-0.15	-4	-6	1	0.85	8	-24
O=C(NCc1ccco1)C1CCN(S(=O)(=O)Cc2ccccc2)CC1	15	104	98	-0.087	-2	-15	1	1.3	3	-1
Cc1ccc2c(c1)c1ncnc(N3CCOCC3)c1n2C	50	105	92	-0.4	16	-50	0.8	0.98	9	0
CCOC(=O)c1sc(NC(=O)CSc2nc(C)cc(-c3ccccc3)n2)c(C#N)c1C	16	105	104	-0.81	-4	-16	1	1.2	-5	-1
C=C(C)CNC(=S)Nc1sc2c(c1C(=O)OCC)CC(C)(C)OC2	-4	109	106	x	-5	4	1	1.1	-7	-16
CS(=O)(=O)N1CCN(C(=O)NC2CCCCC2)CC1	-4	102	103	0.17	-8	4	1.1	1.4	-4	3
CC(C)(C)Nc1nc(SCC(=O)Nc2ccccc2)nc(N2CCOCC2)n1	12	105	95	-2.3	-4	-12	1	0.9	3	2
O=C(CCCOc1ccccc1)NCCc1ccccc1	14	100	107	1	-5	-14	1.1	1.7	-6	0
COCCn1c(C)cc(C2=NNC(=Nc3ccc(Cl)cc3Cl)SC2)c1C	-6	104	102	x	-5	6	1.1	1	-2	0
Cc1ccnc(NC2(C(F)(F)F)N=C(c3ccccc3)NC2=O)c1 (configuration not stated)	0	96	93	x	-4	0	1	1.1	8	16
Cc1nc(N)sc1N=Nc1ccc(Br)cc1	122	115	158*	x	12	-122	0.9	7.2*	-63	-17
Cc1ccc2[nH]c(=O)c(CN(CCN3CCOCC3)C(=O)Nc3ccc(F)cc3)cc2c1	-2	107	114	-0.0057	-3	2	1	0.55	-16	-3
CCOc1ccc(Cn2nnc(C(=O)NCCc3ccc(Cl)cc3)c2N)cc1	-4	102	102	x	-2	4	1	1	-3	3

Part of the list above, field by field.
c1ccc(CCNc2nc3ccccc3n3nnnc23)cc1
  APP 5'UTR act: 5	STAT3 act: 94	STAT1 activator: 104	ROMK mod: -0.1	FLuc inhib CS: 3	APP transl inh: -5	FLuc stim CS: 1	NF-kB expr up: 1.3	STAT1 inh: -3	STAT3 inh: 11
COc1ccc(Cn2nnnc2C(C(C)C)N2CCc3ccccc32)cc1 (configuration not stated)
  APP 5'UTR act: -2	STAT3 act: 106	STAT1 activator: 108	ROMK mod: x	FLuc inhib CS: -4	APP transl inh: 2	FLuc stim CS: 1	NF-kB expr up: 1.1	STAT1 inh: -8	STAT3 inh: 0
